# From PubChem BioAssay
# HKDC1 inhibitor = HKDC1 hexokinase inhibitors, primary screen, biochemical, fluorescence, uHTS; recombinant HKDC1, G6PDH/diaphorase resazurin coupled fluorescence; inhibition, % at 20 µM; actives 0.16% (n = 340,000); AID 493160, 2011;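 active = inhibition above about 35% when tested at 20 µM, limit read from the data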;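 also: plate controls were DMSO wells with enzyme for no effect and DMSO wells lacking enzyme for full effect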
# Target sequence (Q2TB90 whole entry, looked up): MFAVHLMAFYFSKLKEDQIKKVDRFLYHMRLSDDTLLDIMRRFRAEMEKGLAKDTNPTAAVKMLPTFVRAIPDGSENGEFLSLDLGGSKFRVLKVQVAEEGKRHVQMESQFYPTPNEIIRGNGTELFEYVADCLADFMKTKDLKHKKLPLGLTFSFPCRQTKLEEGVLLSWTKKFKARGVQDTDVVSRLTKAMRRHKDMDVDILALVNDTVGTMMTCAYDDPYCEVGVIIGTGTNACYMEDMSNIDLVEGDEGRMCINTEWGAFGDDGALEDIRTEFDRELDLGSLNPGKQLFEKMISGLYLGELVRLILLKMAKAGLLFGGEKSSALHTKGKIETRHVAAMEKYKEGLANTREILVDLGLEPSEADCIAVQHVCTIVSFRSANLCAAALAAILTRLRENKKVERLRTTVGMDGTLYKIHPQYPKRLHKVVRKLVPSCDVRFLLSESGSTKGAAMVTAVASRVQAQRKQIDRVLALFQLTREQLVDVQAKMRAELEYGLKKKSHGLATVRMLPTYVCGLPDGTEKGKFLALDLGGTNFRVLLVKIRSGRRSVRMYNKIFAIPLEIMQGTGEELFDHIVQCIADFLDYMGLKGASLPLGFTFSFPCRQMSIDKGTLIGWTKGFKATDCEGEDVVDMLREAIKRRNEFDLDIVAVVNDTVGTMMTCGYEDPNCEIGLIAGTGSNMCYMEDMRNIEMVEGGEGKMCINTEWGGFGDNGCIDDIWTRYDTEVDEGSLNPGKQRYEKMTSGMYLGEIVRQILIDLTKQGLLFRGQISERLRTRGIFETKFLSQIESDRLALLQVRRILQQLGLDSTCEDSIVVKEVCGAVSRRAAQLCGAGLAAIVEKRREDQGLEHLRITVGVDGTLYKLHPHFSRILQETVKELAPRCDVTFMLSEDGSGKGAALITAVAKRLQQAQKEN
#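 Assay system: recombinant HKDC1 hexokinase; detection: coupled resazurin fluorescence, excitation 525 nm, emission 613 nm; benchmarks: DMSO-plus-enzyme-mix negative control, buffer-substituted positive control; compound dosing: single 20 µM dose; schedule: 90 min at room temperature in dark; also added: glucose plus 1 mM ATP as hexokinase substrates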
# Gli-Sufu block = Gli-Sufu pathway antagonists, primary screen, luciferase luminescence, Sufu-KO-LIGHT cells, uHTS | Sufu-KO-LIGHT fibroblasts, Gli luciferase reporter luminescence | inhibition, % at 5 µM | actives 0.74% (n = 340,000) | AID 588413, 2011;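 active = inhibition above about 55%, limit read from the data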;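 also: 0% = DMSO-treated cells and 100% = wells with medium but no cells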
# * marks the source's active call; other numbers are inactive results.
SMILES,HKDC1 inhibitor,Gli-Sufu block
CCN(C(=O)COC(=O)C(c1ccccc1)c1ccccc1)c1c(N)n(Cc2ccccc2)c(=O)[nH]c1=O,-6,6
CN1CCC(=C2c3ccccc3Sc3ccccc32)CC1,-6,56*
CCc1ccc(C(=O)C(C)OC(=O)CN2C(=O)NC3(CCCC3)C2=O)cc1 (configuration not stated),-3,-25
CC1CC(C)CN(C(=O)C(C)N2CCN(S(=O)(=O)c3ccc(C(F)(F)F)cc3)CC2)C1 (configuration not stated),0,1
COc1ccc(NC(=O)COC(=O)c2cccc(S(=O)(=O)N(C)C)c2)cc1,4,-5
COc1cccc(/C=C/C(=C2\C(=O)N(c3ccccc3)N=C2C)c2ccc(Br)cc2)c1OC,6,-3
COc1ccc(C(=O)c2sc3nc(C)cc(-c4cccs4)c3c2N)cc1OC,-7,11
COc1ccc(-c2cc(=O)c3c(O)c(OC)c(OC)c(OC)c3o2)cc1,5,-8
Cc1ccc(-c2nc3c(c(=O)[nH]c(=O)n3Cc3ccccc3)n2C)o1,-2,1
Cc1cc2c(C)nc(N/N=C/c3ccc([N+](=O)[O-])cc3)nc2o1,-2,9
Cc1ccc(Nc2c(O)nc[nH]c2=O)cc1C,-3,6
C=C(NC(=O)C(=C)NC(=O)c1csc(C2=NC3c4csc(n4)C4NC(=O)c5csc(n5)C(C(C)(O)C(C)O)NC(=O)C5CSC(=N5)/C(=C/C)NC(=O)C(C(C)O)NC(=O)c5csc(n5)C3(CC2)NC(=O)C(C)NC(=O)C(=C)NC(=O)C(=C)NC(=O)C(C(C)C)NC2C=Cc3c(C(C)O)cc(nc3C2O)C(=O)OC4C)n1)C(N)=O (configuration not stated),8,66*
CSC(=NS(=O)(=O)c1ccc(N)cc1)NS(=O)(=O)c1cccs1,-2,-2
COc1ccc2c(c1)c(=Cc1ccc(N(C)C)cc1)c1cc(-c3ccccc3)[n+](C)n12,43*,72*
COc1ccccc1OCC(=O)Nc1nnc(-c2ccco2)s1,-7,-8
O=[N+]([O-])c1cc([N+](=O)[O-])c(Oc2cccc3ccccc23)cc1NN1CCCCC1,1,7
Cc1cc(C(=O)COC(=O)c2nn(C)c(=O)c3ccccc23)c(C)n1C,1,1
CCOC(=O)c1ccccc1NC(=O)C1CC(=O)N(C2CCCC2)C1 (configuration not stated),-2,5
C#CCN1C=CC(=O)[C@@H](OC(=O)Nc2ccc(OC)cc2)[C@H]1c1ccccc1Br,-2,5
OCCN(CCO)c1cc2c3ccccc3ccc2c2ccccc12,12,3
Nc1sccc1C(=O)c1ccc(Cl)cc1,0,-6
O=C(O)c1c[nH]c2c([N+](=O)[O-])cccc2c1=O,-2,5
CC(=O)Nc1cccc(C(=O)/C=C/c2cccs2)c1,-2,-13
CS(=O)(=O)c1nc(-c2ccc(F)cc2)cc(C(F)(F)F)n1,-3,-2
CC(=O)OCC=C1CCC2C3CCC4=CC(=O)CCC4(C)C3C(O)CC12C (configuration not stated),-1,11
# New compounds follow
SMILES,HKDC1 inhibitor,Gli-Sufu block
O=[N+]([O-])c1cc(Cc2ccccc2)cc(C=Nc2ccc(N3CCOCC3)cc2)c1O,20,-13
COc1cccc(C2/C(=C(/O)c3ccccc3)C(=O)C(=O)N2CCCC(=O)O)c1 (configuration not stated),-6,2
CC(Cc1ccccc1)=NNS(=O)(=O)c1ccc([N+](=O)[O-])cc1,-4,9
O=C(O)c1ccccc1C(=O)c1cccc2c(F)cccc12,-3,2
O=C1C=CC(=O)N1c1ccc2ccccc2c1,6,5
Fc1ccc(N=C2NN=C(c3cc(F)ccc3F)CS2)cc1,-218,4
CN(C(=O)COC(=O)c1nc(Cl)c(Cl)c(Cl)c1Cl)C1CCS(=O)(=O)C1 (configuration not stated),-2,-5
O=c1cc(-c2ccco2)oc2ccc(Cl)cc12,-3,-4
CCN(CC)c1ccc(S(=O)(=O)N2CCOCC2)cc1NC(=O)COC(=O)/C=C/c1ccc(O)c(OC)c1,10,6
N#Cc1nc(COc2ccc(Br)cc2)oc1N1CCN(Cc2ccccc2)CC1,-3,19
CCCCN1CC(COCc2ccccc2)Oc2cccc(Oc3ccc(OC)cc3)c2S1(=O)=O (configuration not stated),2,7
Cc1cc(C)c(NS(=O)(=O)c2ccccc2)c(C)c1,1,0
CCSc1nc2c([nH]1)c(=O)n(C)c(=S)n2C,-1,5
Cc1ccccc1-c1cccc([C@@H]2C[C@H]3[C@H](CON3C)CN2Cc2ccccc2)c1,1,-6
Nc1ccccc1/C=C/c1ccccc1N,-2,-53
O=c1ccc(=O)n(CCc2ccccn2)[nH]1,-6,3
COc1ccc2oc(C(=O)c3ccccc3)c(NC(=O)CN3CCN(C)CC3)c2c1,-4,-6
O=C1OCCC1=Cc1ccccc1,-5,1
CCN(CC(=O)Nc1ccccc1OC)C(=O)COc1ccc(C#N)cc1,-6,-3
O=C(/C=C/c1cccs1)c1ccco1,3,-12
CCOc1cc(C#N)c(NC(=O)c2ccco2)cc1OCC,4,1
Oc1ccccc1N=Nc1ccccc1O,-16,87*
CC(=O)C1CCC2C3CC(C)=C4CC(O)CCC4(C)C3CCC12C (configuration not stated),1,9
COC(=O)c1ccc2nc(Nc3nc4ccc(F)cc4s3)sc2c1,-5,-29
CC(=O)NC1CC2CCCC(C1)N2C(=O)Nc1cccc(Cl)c1 (configuration not stated),-4,28

# Three entries out of the list, arranged by SMILES length, lowest first:
SMILES,HKDC1 inhibitor,Gli-Sufu block
COc1ccc2oc(C(=O)c3ccccc3)c(NC(=O)CN3CCN(C)CC3)c2c1,-4,-6
O=[N+]([O-])c1cc(Cc2ccccc2)cc(C=Nc2ccc(N3CCOCC3)cc2)c1O,20,-13
Cc1ccccc1-c1cccc([C@@H]2C[C@H]3[C@H](CON3C)CN2Cc2ccccc2)c1,1,-6

# Single values from above:
# N#Cc1nc(COc2ccc(Br)cc2)oc1N1CCN(Cc2ccccc2)CC1 in HKDC1 inhibitor: -3
# CCOc1cc(C#N)c(NC(=O)c2ccco2)cc1OCC in HKDC1 inhibitor: 4

# Next section:
SMILES,HKDC1 inhibitor,Gli-Sufu block
N#Cc1ccc(CC(=O)c2ccccc2)[nH]c1=O,-7,3
O=C1N=C(N2CCOCC2)SC1=Cc1ccco1,-2,0
CCOC(=O)c1c(NC(=O)COC(=O)CCOc2cc(C)ccc2C)sc(C(=O)N(C)C)c1C,6,-2
CC1(C)Cc2c(sc3nnn(Cc4ccc(Cl)cc4)c(=O)c23)CO1,-2,15
CN(C)/C=N/c1ncnc2c1cnn2-c1ccc(C(F)(F)F)cn1,0,8
Cc1cn(C2CCCCC2)c(=O)[nH]c1=O,-4,-11
COc1ccccc1NS(=O)(=O)c1cc(NC(=O)Nc2ccccc2)ccc1N1CCCCC1,-8,8
Cc1cccc(-n2c(CCN3C(=O)c4ccccc4C3=O)nc3ccccc3c2=O)n1,4,-9
Cn1c(=O)c2c(c3ccccc31)OC(=O)CC2c1cccnc1 (configuration not stated),0,6
CC1CCN(S(=O)(=O)c2ccc(NC(=O)C3CCCCC3C(=O)O)cc2)CC1 (configuration not stated),5,-2
CCN(c1ccccc1)S(=O)(=O)c1cc(C(=O)OCC(=O)c2c(N)n(C)c(=O)n(C)c2=O)ccc1C,4,3
CN1CCC2CC1c1cc(-c3ccc(C(F)(F)F)cc3)ccc12 (configuration not stated),-3,8
COC(=O)c1cnc(N)s1,-2,7
CC(=O)c1cccc(NC(=O)CSc2ccc(-c3cccnc3)nn2)c1,7,13
COc1ccc(/C=C2\SC(=S)N(CCCC(=O)N3CCN(C)CC3)C2=O)cc1OC,-1,-2
CCCCN1CCC(CN2C(=O)C(=O)NC[C@@H]2Cc2ccccc2)CC1,-3,-33
CCOc1cc(/C=C2/COc3ccccc3C2=O)ccc1OCC(=O)N(C)C,1,-1
O=C(C=Cc1ccccc1)c1ccc([N+](=O)[O-])cc1,17,3
NC(=O)c1ncn([C@@H]2O[C@H](CNCc3ccccc3C#Cc3ccccc3)[C@@H](O)[C@H]2O)n1,-6,7
O=C(O)c1ccccc1NS(=O)(=O)c1ccc(N/N=C/c2ccc(O)c(O)c2)c([N+](=O)[O-])c1,14,4
CCN(CC)S(=O)(=O)c1ccc(NC(=O)CSc2nc3nc(C)cc(C)c3c(=O)[nH]2)cc1,1,3
O=C(COC(=O)C1CCCCC1)NCCc1ccccc1,-7,-2
Cc1ccc(S(=O)(=O)Nc2ccc3cc([N+](=O)[O-])ccc3c2[N+](=O)[O-])cc1,8,23
COc1ccc(Nc2cnn(-c3nc4ccccc4s3)c(=O)c2Cl)cc1,0,-58
C=C(c1cn(C(C)=O)c2ccccc12)c1cn(C(C)=O)c2ccccc12,16,8

# Compounds listed so far with bromine:
SMILES,HKDC1 inhibitor,Gli-Sufu block
COc1cccc(/C=C/C(=C2\C(=O)N(c3ccccc3)N=C2C)c2ccc(Br)cc2)c1OC,6,-3
C#CCN1C=CC(=O)[C@@H](OC(=O)Nc2ccc(OC)cc2)[C@H]1c1ccccc1Br,-2,5
N#Cc1nc(COc2ccc(Br)cc2)oc1N1CCN(Cc2ccccc2)CC1,-3,19

# Records listed so far marked active in HKDC1 inhibitor.
Compound	HKDC1 inhibitor
COc1ccc2c(c1)c(=Cc1ccc(N(C)C)cc1)c1cc(-c3ccccc3)[n+](C)n12	43*

# (list continues)
SMILES,HKDC1 inhibitor,Gli-Sufu block
O=C(Cc1ccc(NC(=O)C2CCCN(C(=O)C3CCC3)C2)cc1)Nc1ccc(C(=O)N2CCOCC2)cc1 (configuration not stated),-6,-7
C#CCN1C=CC(=O)[C@@H](OC(=O)NCCC)[C@H]1c1ccccc1Br,-7,3
Cc1cc(N)n2nc(C)c(-c3ccccc3)c2n1,4,-10
O=C(/C=C\Nc1ccc(S(=O)(=O)Nc2ncccn2)cc1)c1ccccc1,-7,-15
Brc1cc(Br)c2nc(-c3ccc(N4CCOCC4)cc3)ccc2c1,7,-35
S=C1NCCN1CC1CCN(CC2CCCC2)CC1,-8,-1
Cc1nc2c(=O)n(C)c(=O)n(C)c2nc1Cl,11,5
Cc1ccccc1N=Cc1ccc[nH]1,-3,19
O=Cc1s/c(=N\S(=O)(=O)c2ccccc2)n(CCCCl)c1Cl,1,-2
O=C(COC(=O)CSc1cc(Cl)ccc1Cl)Nc1ncc(C(F)(F)F)cc1Cl,7,3
CN(CCc1ccccc1)C(=O)c1ccc(NC(=O)Cc2cccc(NC(=O)C3CCN(C(=O)C4CCC4)CC3)c2)cc1,-1,-4
Cc1cc(=O)n2nc(N3CCCC(C(=O)NCCCN4CCc5ccccc5C4)C3)sc2n1 (configuration not stated),0,-9
CC1CCCC(C)N1CCOc1cc(N)ccc1C#N (configuration not stated),-3,5
COc1cc(CN(C(C)=O)c2ccccc2C(=O)O)ccc1[N+](=O)[O-],-6,-6
O=C(Nc1ccc(-c2nnc3n2CCCCC3)cc1)c1cnccn1,-3,-14
CCN(C(=O)COC(=O)c1ccc2[nH]c(C)c(C)c2c1)c1c(N)n(Cc2ccccc2)c(=O)[nH]c1=O,4,4
Cc1cc(NC(=O)c2ccc(C(C)(C)C)cc2)no1,3,-54
C=C(C)CNC(=S)N/N=C(\C)c1cccc(NC(C)=O)c1,-6,4
CC(Sc1nc2ccccc2c(=O)n1CCCN1CCOCC1)C(=O)N1CCc2ccccc21 (configuration not stated),0,4
CC(SC(C)C(=O)NN=Cc1c[nH]c2ccccc12)C(=O)NN=Cc1c[nH]c2ccccc12 (configuration not stated),10,4
COc1ccc(CCNC(=O)CN2CCC(n3nnc4cc(F)ccc43)CC2)cc1OC,4,2
COc1ccc(F)cc1CN1CCN(C(=O)c2ccc(S(=O)(=O)N3CCCCCC3)cc2)CC1,2,9
CCOP1(=O)C=C(Sc2ccc([N+](=O)[O-])cc2[N+](=O)[O-])C(C)(C)O1 (configuration not stated),0,-3
CC(=O)NC12CC3CC(C1)CC(C(=O)N1CCN(S(=O)(=O)c4ccc([N+](=O)[O-])cc4)CC1)(C3)C2,-5,-2
COc1ccc2c(c1)CCC1C2CCC2(C)C(O)C(=O)CC12 (configuration not stated),-4,-5
# Carrying on.
SMILES,HKDC1 inhibitor,Gli-Sufu block
O=C1CCC[C@@H]2C[C@@]3(C[C@@H]4CCN1[C@H]24)Nc1cc([N+](=O)[O-])ccc1NC3=NC1CCCCC1,-2,13
CC(C)CC(=O)/C=C/n1c(=S)oc2ccccc21,3,8
CC[C@]12C(=O)N(C)C[C@H]([C@@H]3C(=O)N(C)C(=O)[C@@H]31)N2C(=O)c1ccccc1,-6,-5
N#CC(C#N)=C1C=C2C=C(N3CCCCCC3)CCC2CC1 (configuration not stated),0,17
O=C1[C@H](Cc2ccccc2)NCCCC[C@@H](c2ccc(Cl)cc2)N1Cc1ccc(Cl)cc1,-1,-3
O=C(Cn1cc(COc2ccc(C(=O)c3ccccc3)cc2)nn1)c1ccc(O)cc1,26,-1
NS(=O)(=O)c1ccc(NC(=O)N[C@@H](Cc2ccccc2)C(=O)O)cc1,-9,-81
N=C(N1CCCc2ccccc21)N1CCCc2ccccc21,-6,18
Cc1ccc(/C(O)=C2/C(=O)C(=O)N(CCCn3ccnc3)C2c2cccnc2)cc1 (configuration not stated),-8,-12
CCOC1CCCC(n2cnc3c(=S)nc[nH]c32)O1 (configuration not stated),-2,2
Nc1ccccc1NC1CCCCC1,0,11
CCCN(CCC)c1ccc(/C=C/c2ccc3cc(OCC)ccc3n2)cc1,0,-8
COC(=O)c1ccc(/C=C2\SC(=S)N(CCCC(=O)N3CCOCC3)C2=O)cc1,-3,7
COc1cc(NS(=O)(=O)c2ccc(Nc3nc(-c4ccccc4)cs3)cc2)nc(OC)n1,-6,1
Cn1cc(/C=C/c2cc[n+](C)cc2)c2cc(Cl)ccc21,0,40

# These rows are one share of the data. The share of hits here may be higher or lower than overall.
